# D2 PAM – positively modulates the human D2 dopamine receptor allosterically; AID 485347; P14416; potentiation, % at 10 µM; 0.34% of 340,000 active; HEK293 T-REx D2, calcium flux, EC20 dopamine potentiation;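 active = potentiation over 3 SD above the plate norm, cut at about 30% in these data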; also: 0% is about no effect
#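 Primary screen. Calcium kinetics in induced HEK293 T-REx D2 cells: compound pre-addition 180 s, EC20 dopamine, 180 s more.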
# D2 antagonist – antagonists of human D2 dopamine receptor; HEK293 TREx D2 cells, calcium flux, dopamine EC80; inhibition, % at 10 µM; 2% of 340,000 active; P14416; in the data active = inhibition above about 30%; also: 0% is about no effect
#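 Dopamine at EC80 is the agonist stimulus; test compounds precede it by 180 s. Calcium flux read kinetically in a force-coupled, inducible HEK293 T-REx D2 cell line.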
# D2 ag – agonists of human D2 dopamine receptor | 0.53% of 340,000 active | HEK293 T-REx D2 cells, calcium flux agonist mode | P14416 | activation, % at 2 µM;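 active = activation over 3 SD above normal in the single-dose calcium agonist read, cut at about 30% in these data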; also: 0% is about no effect
#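 HEK293 Trex D2 cells, tetracycline-induced, o/n 30 C 5% CO2; no-wash Ca dye, RT 30–90 min; 10-cycle baseline, 23 nl cpd added, kinetic Ca read 180 s; agonist hits = positive Ca response.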
# D1 potentiator – potentiators of human D1 dopamine receptor; P21728; HEK293 TREx D1 cells, calcium flux, dopamine EC20 potentiation; potentiation, % at 10 µM; 0.036% of 360,000 active; AID 504651; in the data active = potentiation above about 30%; also: 0% is about no effect
# Target sequence (P21728 whole entry, looked up): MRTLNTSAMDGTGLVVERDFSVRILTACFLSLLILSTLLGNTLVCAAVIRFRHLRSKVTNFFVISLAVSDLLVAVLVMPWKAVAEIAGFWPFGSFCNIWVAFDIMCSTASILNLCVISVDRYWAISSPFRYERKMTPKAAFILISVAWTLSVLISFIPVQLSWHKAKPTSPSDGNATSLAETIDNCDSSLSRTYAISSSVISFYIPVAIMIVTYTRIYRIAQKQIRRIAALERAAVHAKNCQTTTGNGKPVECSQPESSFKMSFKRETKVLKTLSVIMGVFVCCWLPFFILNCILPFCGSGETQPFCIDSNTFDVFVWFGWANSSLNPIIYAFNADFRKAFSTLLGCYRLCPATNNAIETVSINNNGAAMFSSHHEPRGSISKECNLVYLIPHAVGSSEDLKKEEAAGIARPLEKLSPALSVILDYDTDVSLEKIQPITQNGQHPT
# D1 ag – agonists of human D1 dopamine receptor; P21728; HEK293 T-REx D1 cells, calcium flux, agonist mode; activation, % at 2 µM; 1% of 360,000 active; AID 504660; in the data active = activation above about 30%; also: 0% is about no effect
#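 Tetracycline-induced HEK293 TREx D1 cells, force-coupled to calcium signalling, were dye-loaded with a no-wash calcium kit. Compound was pin-added after a 10 s baseline. Fluorescence was read kinetically at 1 cycle/s for 180 s, with calcium rises flagged as agonism.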
# RXFP1 antag – blocks the human relaxin receptor RXFP1; HEK293-RXFP1, relaxin-stimulated cAMP HTRF, 30 min; active compounds read low; 0.59% of 350,000 active; AID 1259400; activity change, negative = inhibition, % at 57.5 µM; Q9HBX9;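 active = activity change of -60% or lower, but not beyond a set lower limit; inconclusive = change between -60% and -40%, or beyond the set limit; inactive = change above -40%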; also: % is scaled to controls: 0 for no effect and ±100 for the full control effect
# RXFP1 ag – agonists of human relaxin receptor RXFP1; Q9HBX9; 0.3% of 370,000 active; HEK293T-RXFP1 cAMP TR-FRET, 30 min; response scale: percent of porcine relaxin response, buffer zero; Potency, µM (top dose mostly 57.5 µM), without a hit: top-dose activation, hits mostly activators; active = well fitted activation curve with a large enough effect; inconclusive = small, poorly fitted or top-dose-only effect; also: potency is read from the fitted curve at half-maximal effect; % is scaled to controls: 0 for no effect and ±100 for the full control effect; nearly all actives have a fitted effect of over 60% in size; many of its hits are not listed in these tables
#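 HEK293 cells stably expressing RXFP1, treated 30 min at 37C with compounds plus PDE4 inhibitor Ro 20174; cAMP measured by HTRF TR-FRET. Normalized to buffer and 29 nM porcine relaxin; EC50 by Hill fit.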
# D1 antag – blocks dopamine activation of the human D1 receptor; 3.2% of 360,000 active; P21728; activity change, negative = inhibition, % at 10 µM; HEK293 TREx D1 cells, calcium flux, dopamine EC80; active compounds read low; in the data active = activity change below about -30%; also: % is scaled to controls: 0 for no effect and ±100 for the full control effect
#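 Allosteric or orthosteric antagonism assessed as attenuation of the calcium response to EC80 dopamine, added 180 s after compound, in induced HEK293 Trex D1 cells loaded with no-wash calcium dye.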
# TRHR PAM – allosterically enhances the human TRH receptor. P34981. TRHR cells, fluo-8 calcium fluorescence, EC20 TRH enhancement. enhancement, % at 2 µM. 0.66% of 360,000 active; in the data active = enhancement above about 30%; also: 0% is about no effect
# Target sequence (P34981 whole entry, looked up): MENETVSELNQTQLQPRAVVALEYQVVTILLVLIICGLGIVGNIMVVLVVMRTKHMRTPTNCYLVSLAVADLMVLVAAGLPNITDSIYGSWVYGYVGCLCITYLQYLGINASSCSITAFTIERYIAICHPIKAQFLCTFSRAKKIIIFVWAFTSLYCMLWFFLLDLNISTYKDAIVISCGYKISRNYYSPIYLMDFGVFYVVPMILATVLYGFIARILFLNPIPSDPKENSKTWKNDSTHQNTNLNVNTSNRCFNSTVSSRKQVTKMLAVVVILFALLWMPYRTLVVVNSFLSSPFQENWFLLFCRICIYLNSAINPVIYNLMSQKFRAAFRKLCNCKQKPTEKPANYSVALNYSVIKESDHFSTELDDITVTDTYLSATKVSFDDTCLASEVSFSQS
#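 TRHR-expressing cells loaded with fluo-8 calcium dye were read kinetically (ex 480/em 530) during compound addition, then stimulated with an EC20 of TRH (10 nM final). Enhancement of the Gq-mediated intracellular calcium response was scored.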
# * hit, by the source's call; ? = inconclusive; . = not tested or not shown.
SMILES,D2 PAM,D2 antagonist,D2 ag,D1 potentiator,D1 ag,RXFP1 antag,RXFP1 ag,D1 antag,TRHR PAM
Cc1cc(=O)oc(C)c1C(=O)OCC(=O)c1ccc(Br)cc1,1,1,1.8,-1,10,-7,-1.6%,-28,-1
O=C(COc1ccc2oc3c(c2c1)CCCC3)Nc1ccc(Br)cc1,4,.,0.6,0,3,.,8.4%,6,-3
C[n+]1cccc2ccc3c(c21)OC(N)=C(C#N)C3c1ccccc1 (stereo not drawn),3,-17,1.0,2,0,4,10%,-3,9
O=C(COc1ccc2c3c(c(=O)oc2c1)CCC3)NCCCN1CCCC1=O,-7,6,1.0,2,0,-4,11%,3,3
Cc1nc(C#N)c(N/N=C/c2cccc(Cl)c2)o1,-11,3,0.8,2,-2,.,4.1%,0,9
CC1CC1C(=O)N(CCC1=CCCCC1)c1c(N)n(Cc2ccccc2)c(=O)[nH]c1=O (stereo not drawn),-2,-11,-0.1,0,0,-9,-0.1%,-6,-7
COc1ccc(-n2cc(C(=O)Nc3cc(F)ccc3F)c3ccccc3c2=O)cc1,-8,.,0.5,-2,6,-4,-2.1%,5,-3
Cc1c(Cl)cccc1NC(=O)NCc1cccnc1,-6,-2,-0.3,11,1,-1,-1.1%,-14,1
COC(=O)C1=C(C)Nc2[nH]c(=S)[nH]c(=O)c2C1c1ccc(O)cc1 (stereo not drawn),-8,-11,0.4,2,4,-4,-3.4%,6,2
COC(=O)c1ccc(CSc2ccc3nnc(-c4ccc(OC)cc4)n3n2)o1,13,-19,-0.4,-5,1,.,5.7%,8,2
Cc1ccc(CNC(=O)CNC(=O)c2ccc(Br)o2)cc1,-8,5,-0.2,-1,1,1,3.0%,-1,5
C/C(=N\Nc1ccc(Cl)c(C(=O)O)c1)c1cccc([N+](=O)[O-])c1,-8,7,0.4,-3,2,-6,4.1%,3,2
O=C(CC(NC(=O)OCc1ccccc1)C(=O)O)OCc1ccccc1 (stereo not drawn),-2,2,0.2,9,0,-7,0.1%,-8,-2
O=C(c1ccc2c(c1)OCO2)N1CCN(c2cccc(C(F)(F)F)c2)CC1,10,-11,-1.1,-2,-2,-6,-1.3%,8,10
CCn1ncc(NC(=S)NCCc2ccc(OC)c(OC)c2)c1C(N)=O,8,17,-0.9,-4,-2,-22,1.2%,.,-2
CCCN1CCN(CCCNC(=O)c2ccc3c(Cl)c4c(nc3c2)CCCC4)CC1,-3,-19,1.8,-2,1,8,-0.5%,7,0
Cc1ccc2c(c1)N(C(C)C(=O)NCc1ccc3c(c1)OCO3)C(=O)CO2 (stereo not drawn),-7,16,0.3,3,0,17,-3.0%,24,2
O=C(Cc1cccc2ccccc12)Nc1ccc2oc(-c3ccccc3)nc2c1,6,13,0.2,3,6,0,0.4%,-4,-14
COc1ccc(C2C/C(=N\O)C(C)(C)O2)cc1 (stereo not drawn),10,11,1.3,-2,1,2,-0.4%,10,4
Cc1ccc(CNC(=O)c2ccccc2NS(C)(=O)=O)cc1,-26,4,0.1,-4,-2,-5,0.2%,-11,-2
COc1ccc(-n2nc(C(=O)Nc3ccc(C(C)=O)cc3)nc2-c2ccccc2)cc1,-3,.,-0.4,-2,4,.,-3.1%,20,-2
COc1ccc(-n2ncc3c2CC(C)(C)CC3NC(=O)c2cn[nH]c2)cc1 (stereo not drawn),9,-5,0.0,-7,4,-4,-0.9%,-1,-5
CCOC(=O)C1CCN(C(=O)c2ccc(OCC(=O)N3CCOCC3)c(OC)c2)CC1,5,7,0.2,-2,2,?,1.8%,9,5
COc1ccc(/C=N/c2oc(-c3ccccc3)cc2C#N)cc1,4,-21,-5.1,-4,2,-9,-0.6%,7,1
COc1cccc(NC(=O)c2csc3c2CCCC3)c1,-1,-1,-0.4,7,2,3,0.3%,-1,5
# Next structures.
SMILES,D2 PAM,D2 antagonist,D2 ag,D1 potentiator,D1 ag,RXFP1 antag,RXFP1 ag,D1 antag,TRHR PAM
Brc1ccc(-c2nnc3ccc(N4CCN(c5ccccc5)CC4)nn23)cc1,0,-8,-0.7,-6,3,-1,1.7%,3,7
CCC(C)NC(=O)Cc1cn(C)c2ccccc12 (stereo not drawn),10,-8,0.1,-4,0,9,-1.3%,-8,-5
CC(=O)Nc1nc2n(n1)C(c1ccc(F)cc1)C=C(c1ccc(Cl)cc1)N2 (stereo not drawn),2,.,-0.9,-4,0,-5,2.8%,7,1
CC(/C=C/C1(O)C(C)CC(O)CC1(C)C)OC1OC(CO)C(O)C(O)C1O (stereo not drawn),-3,5,7.9,-6,4,-3,1.3%,23,-5
O=C(CN1C(=O)NC2(CCCC2)C1=O)Nc1ccccc1F,-1,-8,-0.2,-2,1,4,1.3%,-5,1
COc1ccc(CNS(=O)(=O)NCc2ccc(OC)c(OC)c2)cc1OC,7,6,-0.1,-6,6,-3,0.3%,0,8
CC1=NN(/C(=N\c2nnc(C)s2)Nc2ccc(C)cc2)[C@H](c2ccc(C)cc2)S1,5,-31,1.7,-1,2,-9,-0.4%,-3,-1
O=C(NN=C1CCCCCCCCCCC1)c1ccncc1,.,28,-0.5,-1,2,-1,-1.5%,1,0
Cc1sc2nc(SCC(=O)N(CCO)CCO)nc(N)c2c1C,0,10,0.6,-10,2,-8,27%,12,1
O=S(=O)(NCc1ccccc1)c1cccs1,6,-18,0.8,-3,3,.,2.5%,-3,2
CCC(=O)N(CCN1CCOCC1)Cc1cc2cc3c(cc2nc1Cl)OCO3,2,6,0.3,7,5,-7,3.1%,-8,3
Cc1ccc(-c2cc(C(=O)N/N=C/c3c(C)nn(-c4ccccc4)c3C)n[nH]2)s1,2,4,-1.4,-4,1,0,-1.9%,-4,-4
CCN1CCN(C(C)CCc2ccccc2)CC1 (stereo not drawn),-4,10,14,-4,-2,6,-0.2%,4,1
CCCCN(CC)CCCNC(=O)c1ccc2c(c1)N(CC)C(=O)c1ccccc1S2(=O)=O,-1,15,12,-27,2,-4,1.0%,-20,-4
CNC(=S)NNc1nc(C)cc(C)n1,3,-18,1.0,3,1,-9,0.1%,7,0
Cc1ccc(S(=O)(=O)c2nnn3c2nc(N2CCN(c4cccc(C)c4C)CC2)c2ccccc23)cc1C,1,.,1.2,1,0,-5,3.6%,-19,-4
CN(C)CCCNS(=O)(=O)c1cc(Cl)c(Cl)cc1Cl,-6,2,1.2,-6,9,4,3.0%,-9,-7
NC(=O)[C@H]1CC2(CC(c3cccc(NC(=O)COc4ccc(Cl)cc4)c3)=NO2)CN1C(=O)c1ccc(Cl)cc1 (stereo partly drawn),13,-16,0.3,-1,10,.,-1.1%,-13,1
Cc1ccc(Nc2nc(N)nc(CN3CCN(c4ccccc4)CC3)n2)cc1Cl,.,.,.,-8,0,-22,0.5%,-19,2
COc1ccc(-c2nn(-c3ccccc3)cc2/C=C\C(=O)Nc2ccc(C(=O)O)cc2)cc1,15,0,-0.7,1,1,-16,1.4%,-7,-1
CCOc1ccccc1OCC(=O)NN1Cc2ccccc2C1=N,4,-10,0.3,-3,3,3,0.9%,-21,6
CC(=O)Nc1cccc(OCCCNC(=O)c2cccc3ccccc23)c1,1,-18,0.1,-4,2,-19,-0.5%,-12,-3
CCCCN(CC)CCCNC(=O)Cn1nc(Cc2ccncc2)c2ccccc2c1=O,-4,-18,0.3,8,2,-6,1.2%,12,-4
COc1cccc(CNC(=O)CCc2c(C)nc3c(c2C)c(=O)n(C)c(=O)n3C)c1,18,.,0.6,-1,-1,.,15%,3,11
CCOC(=O)Cc1csc(NC(=O)Cc2ccc(Cl)cc2)n1,14,4,-1.8,-2,8,-1,5.4%,-2,0
CC(C)OC(=O)C(CC(=O)O)N1CCOCC1 (stereo not drawn),0,2,-0.8,1,0,7,-0.3%,-14,-3
CCOC(=O)c1sc(SCC(=O)Nc2ccc(N(C)C)cc2)nc1N,1,-3,-0.9,-1,2,0,2.7%,-9,1
Cc1ccc(N(Cc2cccs2)C(=O)Nc2cccc(Cl)c2)cc1,8,.,0.4,0,21,-14,-2.7%,7,-4
O=C(CCC1CCCC1)NCCS(=O)(=O)N1CCN(c2ccc(F)cc2)CC1,8,15,1.5,-5,1,-7,-0.5%,0,-9
CCCCNC(=O)c1ccc2c(c1)NC(=O)C(CS(=O)(=O)Cc1ccc(F)cc1Cl)N2 (stereo not drawn),2,.,3.3,-2,5,-12,0.4%,3,-14

# An excerpt from above in order of heavy-atom count, high to low.
SMILES,D2 PAM,D2 antagonist,D2 ag,D1 potentiator,D1 ag,RXFP1 antag,RXFP1 ag,D1 antag,TRHR PAM
NC(=O)[C@H]1CC2(CC(c3cccc(NC(=O)COc4ccc(Cl)cc4)c3)=NO2)CN1C(=O)c1ccc(Cl)cc1 (stereo partly drawn),13,-16,0.3,-1,10,.,-1.1%,-13,1
CC1=NN(/C(=N\c2nnc(C)s2)Nc2ccc(C)cc2)[C@H](c2ccc(C)cc2)S1,5,-31,1.7,-1,2,-9,-0.4%,-3,-1
O=C(CCC1CCCC1)NCCS(=O)(=O)N1CCN(c2ccc(F)cc2)CC1,8,15,1.5,-5,1,-7,-0.5%,0,-9
CC(/C=C/C1(O)C(C)CC(O)CC1(C)C)OC1OC(CO)C(O)C(O)C1O (stereo not drawn),-3,5,7.9,-6,4,-3,1.3%,23,-5
CCOC(=O)c1sc(SCC(=O)Nc2ccc(N(C)C)cc2)nc1N,1,-3,-0.9,-1,2,0,2.7%,-9,1
CCOc1ccccc1OCC(=O)NN1Cc2ccccc2C1=N,4,-10,0.3,-3,3,3,0.9%,-21,6
Cc1sc2nc(SCC(=O)N(CCO)CCO)nc(N)c2c1C,0,10,0.6,-10,2,-8,27%,12,1
O=C(NN=C1CCCCCCCCCCC1)c1ccncc1,.,28,-0.5,-1,2,-1,-1.5%,1,0
CN(C)CCCNS(=O)(=O)c1cc(Cl)c(Cl)cc1Cl,-6,2,1.2,-6,9,4,3.0%,-9,-7
CCC(C)NC(=O)Cc1cn(C)c2ccccc12 (stereo not drawn),10,-8,0.1,-4,0,9,-1.3%,-8,-5
CC(C)OC(=O)C(CC(=O)O)N1CCOCC1 (stereo not drawn),0,2,-0.8,1,0,7,-0.3%,-14,-3
O=S(=O)(NCc1ccccc1)c1cccs1,6,-18,0.8,-3,3,.,2.5%,-3,2

# Screens as filed in PubChem.

# Not all compounds are listed. The share of hits here may be higher or lower than overall.
